Screening results deposited in PubChem by several laboratories.
CDK5 inh = inhibitors of human CDK5/p35 kinase; AID 488839; Q00535+Q15078; 0.01% of 330,000 active; inhibition, % at 10 µM; Recombinant CDK5/p35, ADP-Glo luminescence, 60 min;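 active = highest replicate inhibition of at least 50% and at least 75% of replicates reaching 50%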;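 also: plate controls were DMSO neutral control for no effect and GW8510 at 10 µM for full effect; many of its hits are not listed in these tables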
HTR5A ag ctr = HTR5A agonism, opioid heterodimer counter-screen; P47898; HTR5A agonist assay, luminescence, cell-based; activation, % at 9.3 µM; 0.61% of 340,000 active; AID 504692; in the data active = activation mostly above about 9.5%, no sharp cut-off; inactive = mostly below about 7.6%;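 also: 0% = cells with vehicle only and 100% = reference agonist; strong numbers were not always called active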
Target sequence (P47898 whole entry, looked up): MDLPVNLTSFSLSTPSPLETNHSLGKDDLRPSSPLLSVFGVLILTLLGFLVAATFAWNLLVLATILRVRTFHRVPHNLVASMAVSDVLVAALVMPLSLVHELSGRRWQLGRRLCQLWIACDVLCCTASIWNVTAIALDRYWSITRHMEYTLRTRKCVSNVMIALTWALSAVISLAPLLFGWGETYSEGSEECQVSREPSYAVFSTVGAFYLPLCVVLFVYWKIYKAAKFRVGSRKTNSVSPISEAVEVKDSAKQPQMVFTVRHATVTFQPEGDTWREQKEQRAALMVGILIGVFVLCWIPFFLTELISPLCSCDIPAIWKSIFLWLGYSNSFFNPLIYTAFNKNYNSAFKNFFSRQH
HTR5A inv ag = HTR5A inverse agonism, opioid heterodimer counter-screen; P47898; inhibition, % at 9.3 µM; HTR5A cell line, luminescence; AID 504634; 0.083% of 340,000 active; in the data active = inhibition mostly above about 23%, no sharp cut-off; inactive = mostly below about 18%;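 also: 0% = cells with DMSO and 100% = no-cell wells with DMSO; some compounds called inactive have numbers as strong as hits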
Tat transport = blocks Tat-dependent protein export in E. coli; E. coli MC4100 TorA-mCherry Tat export, fluorescence; inhibition, % at 10 µM; 0.036% of 340,000 active;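 active = mean replicate inhibition at least 50% and at least half of replicates individually reaching 50%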;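 also: exported cargo escapes ClpAP degradation while cytoplasmic cargo is degraded and loses fluorescence; 0% = median of neutral control wells and 100% = median of NaSCN control wells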
AddAB inh = less growth of phage-infected E. coli with AddAB | E. coli expressing H. pylori AddAB, absorbance growth | inhibition, % at 11.9 µM | 0.29% of 330,000 active | AID 435030; in the data active = inhibition above about 12%;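 also: 0% = vehicle wells of infected cells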
DAGLB inh = blocks human DAGLB lipase activity | 0.059% of 340,000 active | HEK293T DAGLB membrane lysate, EnzChek fluorogenic substrate | inhibition, % at 5.17 µM | AID 504411; in the data active = inhibition above about 34%;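 also: 0% = enzyme with vehicle and 100% = wells lacking enzyme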
phage Ecoli inh = E. coli growth loss with phage present | growth absorbance | inhibition, % at 11.9 µM | 0.26% of 360,000 active | AID 651602; in the data active = inhibition above about 11%
PKA-R2B activ = activates the human PKA-R2B holoenzyme complex; 0.079% of 340,000 active; P22694+P31323; PKA-R2B holoenzyme dissociation, Cy5-IP20 fluorescence polarization; R2B truncated from residue 108, S112A mutant; 0% DMSO only, 100% 113 µM cGMP; AID 504700; activation, % at 11.4 µM;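 active = activation above a cutoff set at the mean over all compounds plus 3 SD, cut at about 18% in these data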;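 also: higher means more holoenzyme dissociation and a rise in polarization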
Target sequence (P31323 whole entry, looked up, other chains not shown, the tested form may be a part): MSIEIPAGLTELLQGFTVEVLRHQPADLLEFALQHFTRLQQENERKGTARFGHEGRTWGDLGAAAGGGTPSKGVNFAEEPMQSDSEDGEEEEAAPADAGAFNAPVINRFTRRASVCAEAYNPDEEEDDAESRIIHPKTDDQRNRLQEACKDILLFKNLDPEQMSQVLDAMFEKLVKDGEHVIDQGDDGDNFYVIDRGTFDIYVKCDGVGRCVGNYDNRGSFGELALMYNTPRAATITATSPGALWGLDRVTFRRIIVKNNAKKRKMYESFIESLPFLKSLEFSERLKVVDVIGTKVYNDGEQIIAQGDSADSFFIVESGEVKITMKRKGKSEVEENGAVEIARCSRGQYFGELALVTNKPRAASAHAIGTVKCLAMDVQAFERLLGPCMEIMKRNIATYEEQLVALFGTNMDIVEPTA
Ecoli viability = bacterial growth inhibition, counter-screen for AddAB inhibitors; AID 449728; 0.27% of 330,000 active; E. coli V3065 growth, OD600 absorbance, 18 h; inhibition, % at 11.9 µM;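 active = inhibition above the campaign's mean inhibition across all tested compounds plus 3 SD, cut at about 9.9% in these data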;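 also: uninfected addAB+ strain grown without phage in ampicillin broth; 0% = DMSO wells and 100% = ciprofloxacin 0.95 µg/ml wells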
PKA-R1A act = PKA-R1A complex activation; P00514+P68181; PKA-R1A dissociation, Cy5-IP20 fluorescence polarization; scaled: DMSO 0%, 113 µM cGMP 100%; activation, % at 11.4 µM; 0.083% of 340,000 active; AID 504707;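 active = percent activation above the mean of all tested compounds plus 3 SD, cut at about 19% in these data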;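 also: higher means more PKAc released from R1A so a rise in polarization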
SUMO Mot1 rescue = blocks SUMOylation pathway, rescuing yeast Mot1-301 growth; S. cerevisiae Mot1-301 growth rescue, ATP luminescence, 38.5C; percent above DMSO median, 100 means doubled; growth rescue, % at 18.8 µM; 1% of 320,000 active; AID 2716;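 active = every valid replicate shows activation above 250% relative to neutral control wells; inactive = the rest, any valid replicate at or below 250%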;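 also: OY570 slx delta 5 strain wells were the positive control but not used for scaling; some compounds called inactive have numbers as strong as hits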
An asterisk follows results filed as active; · = no result given.

SMILES	CDK5 inh	HTR5A ag ctr	HTR5A inv ag	Tat transport	AddAB inh	DAGLB inh	phage Ecoli inh	PKA-R2B activ	Ecoli viability	PKA-R1A act	SUMO Mot1 rescue
CCOC(=O)[C@H]1[C@H]2COc3ccc(Br)cc3[C@@H]2N2C(=O)c3cc(F)c(F)cc3NC(=O)[C@@]12C	-2.7	9	-2	2	2.4	-4	2.1	-1	-0.2	-17	19
Cc1cc2cc3c(cc2nc1SCC(=O)O)OCCO3	0.4	-4	-6	-3	0.3	0	1.8	7	3.7	-6	380
CC1=C/C(=C\C=C(C#N)C#N)N(C)c2ccccc21	0.8	6	9	-10	-1.8	18	0.7	-5	0.7	7	-14
CCOc1ccc(OCC)c(NC(=O)C2CCN(S(=O)(=O)c3c(C)noc3C)CC2)c1	-1.4	-1	18	5	0.7	1	1.3	0	-0.9	-9	-6
CC(=O)Nc1c(C)ccc(CNC(=O)COc2cc(C)ccc2C)c1C	-2.2	-2	-4	-5	1.0	0	1.5	-22	-2.8	-6	-13
Cc1ccc2c(c1)CCCN2S(=O)(=O)c1cccc(C(=O)Nc2ccccc2C(=O)O)c1	-1.4	5	-17	20	0.4	11	2.5	7	2.4	10	-9
CC(C)(C)c1ccc(OCCON2C(=O)CCC2=O)c(Cl)c1	-1.0	-5	-26	5	0.6	-2	2.7	5	1.3	-8	1
CC(SC1=NCCN1S(C)(=O)=O)c1ccccc1 (stereo not given)	-3.3	5	-20	-5	-3.7	0	3.2	4	2.5	1	371
Cc1ccc(N(CC(=O)N2CCCCC2)S(=O)(=O)c2ccc(C)cc2)cc1	-0.5	-4	14	7	2.1	-1	3.1	-25	1.7	-3	61
CCCn1c(=N)c(C#N)cc2c(=O)n3ccccc3nc21	-1.9	-1	3	-2	1.2	0	6.0	-6	0.9	-9	-6
CN(C)CCCO[C@@H]1[C@H]2OC(C)(C)O[C@H]2O[C@@H]1[C@H](O)CO	-2.2	1	-21	-1	-2.1	2	3.6	3	-3.0	14	-13
COc1cc(/C=N/NC(=S)Nc2cccnc2)cc(OC)c1OC	0.3	2	-4	0	3.9	-1	2.2	-6	0.3	2	36
CC(C)(C)OC(=O)N1CCC[C@H]1c1nnc(SCc2ccc(Cl)cc2)o1	0.9	-1	-1	27	-0.5	2	4.3	-5	-0.2	-2	-9
O=C(NC1CCS(=O)(=O)C1)c1cc(-c2ccccc2)nc2ccccc12 (stereo not given)	-0.5	3	20	1	-1.7	-3	2.8	-4	-1.4	-5	-10
N#CC(c1ccccc1F)(c1ncc(C(F)(F)F)cc1Cl)N1CCOCC1 (stereo not given)	-0.4	4	16	0	2.5	-3	4.4	0	1.8	4	-1
Cc1cccc(NC(=O)c2cc(NC(=O)CCCC(=O)O)ccc2Cl)n1	0.5	3	-18	-1	0.0	-1	1.7	1	-1.2	-3	-18
O=C(COC(=O)C1=COCCO1)Nc1c(F)cccc1F	1.6	-1	1	2	-0.5	1	-0.9	-5	-3.4	3	-8
O=C(c1ccccc1)N1CCN(c2ccc([N+](=O)[O-])cc2-n2cccc2)CC1	0.0	-1	7	7	3.4	-2	1.8	-2	0.3	-3	-17
C=CCn1c(=O)c(C(=O)NCc2ccc3c(c2)OCO3)c(O)c2ccccc21	-0.4	2	-9	1	9.1	-25	12*	2	13*	5	16
COc1ccccc1/C=C/C(=O)Nc1cccc(S(=O)(=O)N2CCOCC2)c1	-0.2	-4	4	0	0.9	0	3.2	3	-0.1	-2	·
c1ccc2c(NC3=NCCCCS3)cccc2c1	0.0	3	-37	-8	0.2	-2	1.6	2	-3.0	-2	-22
COc1ccc(/C=C/C(=O)OCCCN(C)C)cc1	0.1	-1	2	7	2.9	-2	3.8	8	1.5	4	6
O=C(Nc1nccs1)c1cccc(NC(=O)C(F)(F)F)c1	-1.6	0	-37	-16	-1.0	-3	1.4	8	-0.6	6	10
O=C(NCC1CCCCC1)c1cccc([N+](=O)[O-])c1	-0.5	3	-20	-5	4.3	-1	-1.8	-7	-1.6	-10	-10
O=C(Oc1cccc2c(OC(=O)N3CCOCC3)cccc12)N1CCOCC1	1.1	0	-1	1	-1.1	-1	5.6	1	-1.2	7	2
Next section
SMILES	CDK5 inh	HTR5A ag ctr	HTR5A inv ag	Tat transport	AddAB inh	DAGLB inh	phage Ecoli inh	PKA-R2B activ	Ecoli viability	PKA-R1A act	SUMO Mot1 rescue
COc1ccc(NC(=O)c2ccc(-c3ccccc3)cc2)cc1NS(=O)(=O)c1ccc(F)cc1	0.6	6	-50	12	1.1	-3	3.2	-16	2.3	-5	12
COc1ccc(S(=O)(=O)Nc2cc3[nH]c(=O)oc3cc2C)cc1	0.8	4	-16	0	-1.8	0	1.3	-6	0.3	-6	50
CC(=O)Nc1cccc(NC(=O)c2cc(-c3cccnc3)nc3ccc(Cl)cc23)c1	0.1	-2	4	4	1.0	4	0.6	-9	-0.8	-5	224
Cc1cccc(NC(=O)CN2CCN(CC(=O)Nc3ccc(-c4ccccc4)cc3)CC2)c1C	0.6	0	0	0	2.0	2	0.1	-6	0.9	3	-30
O=C(N/N=C/C=C/c1ccccc1)c1cccs1	0.4	0	8	-3	-2.3	0	2.1	-1	0.5	0	54
CCOc1ccc(/C=C/C(=O)CCC(=O)O)cc1	-4.8	1	21	17	2.9	2	1.2	-7	0.2	1	5
CCOCCn1c(SCc2ccccc2)nc2c1c(=O)[nH]c(=O)n2C	2.9	10	-29	3	2.4	-2	0.3	8	-2.2	0	-18
O=c1c2ccccc2nc(N2CCN(c3ccccc3)CC2)n1Cc1ccccc1	-1.4	6	-18	11	0.8	-11	-1.5	-14	-0.2	-9	-21
COc1ccc(CCNC(=O)C2CCN(S(=O)(=O)N3CCCCC3)CC2)cc1OC	-1.0	0	-6	6	-0.7	2	2.8	-10	-2.3	1	0
CCC(C(=O)OCC(=O)N1CCN(S(=O)(=O)c2ccc(C)cc2C)CC1)c1ccccc1 (stereo not given)	-2.9	-1	-10	5	2.4	-5	1.2	-16	1.6	-1	-4
CCCn1nc(Oc2nc(SC)nc(N(C)C)n2)ccc1=O	-2.6	-3	-2	-8	2.4	-3	2.0	0	-1.6	5	2
Brc1ccc(-c2ncc(-c3ccccc3)cn2)cc1	-1.3	-1	2	3	3.4	-7	2.1	-13	1.5	-1	-11
CC1(C(=O)Nc2ccc3c(c2)OCCO3)CC1(Cl)Cl (stereo not given)	-0.8	-1	3	-8	-1.6	1	2.6	-2	1.5	-12	-3
O=C(c1ccc(OCc2cn3ccccc3n2)cc1)N1CCN(S(=O)(=O)c2ccccc2F)CC1	0.8	0	16	3	·	0	-0.3	2	·	2	·
COc1cc(OC)c(NS(=O)(=O)c2cc(C(=O)OCC(=O)NCC3CCCO3)ccc2OC)cc1Cl (stereo not given)	-3.6	5	-20	-1	1.6	0	2.6	-7	-1.8	-7	19
CC(C)CCn1cnc2c(c1=O)c1nc3ccccc3nc1n2Cc1ccc2c(c1)OCO2	1.2	0	5	-14	·	2	0.5	6	·	2	·
Cc1ccc(/C=N/NC(=O)C2(C)CC2(Br)Br)cc1 (stereo not given)	-0.2	2	-7	3	-0.2	0	1.5	-1	2.5	0	-7
Cc1ccc(NNc2c(C)nc3ccccc3nc2=O)cc1	1.0	·	·	-5	-0.8	·	4.4	·	-2.6	·	228
CCOC(=O)c1ccc(NC(=O)c2c(N)n(Cc3ccccc3)c(=O)[nH]c2=O)cc1	-0.7	-3	7	-3	2.6	-6	-0.6	2	0.5	7	5
O=C(Nc1ccccc1Cl)c1csc(-c2cccnc2)n1	1.3	1	-5	-5	2.4	-10	2.3	-1	-0.6	-2	9
Cc1c(S(=O)(=O)N2CCN(C(=O)c3ccco3)CC2)c(=O)n(C)c(=O)n1C	0.1	-1	14	0	2.5	1	4.3	-2	1.5	7	-4
Cc1sc2ncnc(NCC3COc4ccccc4O3)c2c1C (stereo not given)	3.3	6	-22	-2	-1.6	-6	4.5	-6	-0.3	1	5
COc1ccc(NS(=O)(=O)c2cccc3ccccc23)cc1	0.8	3	0	-8	2.4	-3	3.2	3	2.0	-3	-9
Cc1ccccc1NC(=O)N1CCNC(=O)C1CC(=O)Nc1cc(Cl)ccc1Cl (stereo not given)	-4.0	2	12	15	-0.3	4	0.2	-4	0.4	6	-21
CC1CCCN(C(=O)C2CCN(S(=O)(=O)c3cccc4nsnc34)CC2)C1 (stereo not given)	0.2	6	14	-3	2.8	0	-0.4	4	-0.2	-2	4
Later entries
SMILES	CDK5 inh	HTR5A ag ctr	HTR5A inv ag	Tat transport	AddAB inh	DAGLB inh	phage Ecoli inh	PKA-R2B activ	Ecoli viability	PKA-R1A act	SUMO Mot1 rescue
Cc1ccc(S(=O)(=O)/N=c2\ccc(Cl)cn2C(F)F)cc1	-1.4	-1	4	5	-2.7	-1	1.7	-7	-2.1	2	-10
COc1ccccc1N1CCN(C(=O)CN2C(=O)c3cccc4cccc(c34)C2=O)CC1	-10	-2	-4	40	-0.6	3	3.0	4	0.2	-13	-15
COc1ccccc1NS(=O)(=O)c1ccc2nc(CCl)[nH]c2c1	-0.9	2	-1	7	2.5	-2	0.3	-6	1.5	-8	-14
O=C(O)c1ccc(NS(=O)(=O)c2cccc3cccnc23)cc1	0.3	4	-12	-4	1.1	2	5.4	-10	-1.8	-4	2
CCC(CC)C(=O)Oc1c(Sc2ccccc2[N+](=O)[O-])c(C)nn1C(C)(C)C	-1.2	0	0	7	1.6	-9	1.7	-3	-0.2	3	-29
Cc1ccc2[nH]cc(CCNC(=O)c3cccs3)c2c1	-0.3	6	-22	-7	·	-2	2.5	11	·	0	7
Cc1nc(SCC(=O)c2cccc([N+](=O)[O-])c2)n[nH]1	1.1	6	-16	-5	3.8	0	1.4	-5	1.7	3	-6
O=C(CSc1nc2ccccc2c(=O)n1Cc1ccccc1)NCc1ccco1	0.6	6	-16	-4	2.5	-1	2.8	-2	1.5	9	13
COc1cccc(Nc2cc(N3CCOCC3)c3nonc3c2[N+](=O)[O-])c1	0.3	-4	9	-2	0.0	0	1.4	-4	-2.8	7	24
COc1ccc(C(=O)NCCSc2ccc(C)cc2)cc1	-1.6	2	-29	-3	5.0	-10	1.7	13	3.6	-2	470*
O=C(NCC1CCCO1)c1ccc(CSCc2cccc(F)c2)o1 (stereo not given)	-1.9	4	-12	-3	-0.5	2	1.3	4	-0.8	10	43
COc1ccc2cc3cc(C(=O)N4CCN(C5CCCCC5)CC4)oc3nc2c1	-0.1	0	-10	-4	1.5	0	·	-7	-1.4	-11	-5
Cc1nnc(NC(=O)c2ccccc2F)s1	0.4	2	-6	-1	0.2	2	1.0	-3	-1.2	-1	-2
COC(=O)c1sccc1NC(=O)Nc1ccc(C)cc1	4.8	2	-7	-4	·	-10	0.9	-9	·	-3	-24
O=C(N/N=C/c1cc([N+](=O)[O-])ccc1O)Nc1ccccc1	0.7	-3	8	6	0.9	11	2.1	-8	-0.8	-4	-3
Cc1cccc(C)c1NC(=O)COC(=O)c1c(C)nn(-c2ccccc2)c1C	-1.1	0	0	2	0.8	-1	0.0	-2	-1.1	3	·
Cc1cc(C)cc(SCc2noc(C(=O)NC(C)C)c2C(=O)O)c1	2.9	-1	-17	2	2.5	6	-0.2	-4	-1.7	7	247
